High-throughput results as filed in PubChem BioAssay.
Myeloid diff 2 = myeloid differentiation induction; ER-HoxA9 myeloid progenitors, lysozyme-GFP differentiation, flow cytometry; calls only at 10 µM; 360,000 tested, 1% active; AID 624256;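 active means normalized GFP-positive differentiation at or above the plate's own cutoff, the solvent-only control mean plus 3 SD; inconclusive means no clear call, values can overlap the other calls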;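 further: cells exposed to compound for four days before flow analysis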
K1F lysis inhibition = inhibition of K1F phage lysis, E. coli UTI89, bacterial capsule biogenesis inhibitors, alamar blue (AID 488966). E. coli UTI89 K1F phage lysis, alamar blue, 2 h; higher % means a stronger effect. one-dose inhibition, % at 100 µM; IC50 in µM for titrated hits. 340,000 tested, 0.02% active;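 active means phage lysis inhibition, versus mean bacterial control, above a set limit; inconclusive means no clear call, values can overlap the other calls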;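 further: capsule biogenesis inhibitors block K1F phage lysis so surviving cells raise fluorescence; higher fluorescence means more inhibition of phage lysis; actives were called in the ten point dose series up to 300 µM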
Myeloid diff 2 GFP+ MAC1+ % = also measured in Myeloid diff 2; calls as there; GFP+ MAC1+ double positive, %; measured here: differentiation confirmed by MAC1 staining
An asterisk follows results filed as active; i = inactive; ? = inconclusive; / = no result given; + = active, no number; [ ] = another dose, or the depositor's remark. Only part of the results is shown; the hit share may differ from the screen's.

canonical_smiles,K1F lysis inhibition,Myeloid diff 2 GFP+ MAC1+ %,Myeloid diff 2
CC(C)(C)OC(=O)C[C@H]1C/C=C\C[C@@H](CC(=O)N(CCO)Cc2ccccc2)C(=O)N[C@H](C(C)(C)C)COC1=O,0.8%,2.1,i
Cc1oc(-c2cccs2)nc1CNC[C@H]1O[C@@H](n2cnc(C(N)=O)n2)[C@H](O)[C@@H]1O,0.1%,0.7,i
Cc1ccc(S(=O)(=O)NC(Cc2c[nH]c3ccccc23)C(=O)O)cc1 (stereo unspecified),0.4%,1.0,i
Cc1nc(SCC(=O)NNC(=O)c2ccc(F)cc2)c2ccccc2n1,0.8%[50 µM],0.9,i
O=C(C1CC(=O)N(c2ccc(Cl)cc2)C1)N1CCC(c2nc3ccccc3[nH]2)CC1 (stereo unspecified),0.7%[50 µM],0.6,i
O=C(CN1C(=O)NC2(CCCC2)C1=O)Nc1nc(-c2ccccc2)cs1,0.0%[50 µM],0.8,i
C=CC[C@H](CC(=O)OC(C)(C)C)C(=O)OC[C@H]1CCCN1C(=O)[C@@H](CC=C)CC(=O)N(CCO)Cc1ccccc1,0.0%,1.2,i
CCCCCCCCC(=O)N1CCN(c2cc3c(cc2F)c(=O)c(C(=O)O)cn3CC)CC1,0.0%,0.5,i
Cc1ccc(NC(=O)CN(C)C(=O)c2ccc3[nH]c4c(c3c2)CC(C)CC4)cc1 (stereo unspecified),0.2%[50 µM],1.2,i
COc1ccc(OC)c(NC(=O)COC(=O)COc2c(Cl)cc(Cl)c3ccc(C)nc23)c1,0.2%,0.3,i
O=C(COc1ccc2c(-c3ccccc3)cc(=O)oc2c1)N[C@@H](Cc1c[nH]c2ccc(O)cc12)C(=O)O,-1.7%,1.6,i
CCCNC(=O)C(Cc1cccc(OC)c1)NC(=O)c1ccc(C#N)cc1 (stereo unspecified),2.3%,1.1,i
O=C(NCCc1ccccc1)c1ccc2c(c1)S(=O)(=O)c1cc(Cl)ccc1C2=O,1.4%,2.0,i
Cc1cc(C)c(C(=O)COC(=O)c2cc([N+](=O)[O-])ccc2N2CCOCC2)cc1C,-1.0%,1.3,i
O=C(CCS(=O)(=O)c1ccccc1)Nc1ccc(N2CCN(Cc3ccccc3)CC2)cc1,0.5%[50 µM],0.5*,+
C[C@@H]1CN([C@H](C)CO)C(=O)c2cc(NC(=O)Nc3ccc(F)cc3)ccc2O[C@H]1CN(C)C(=O)Nc1ccc(C(F)(F)F)cc1,-0.2%,0.4,i
CNc1ccccc1C(=O)OCC(=O)N(CCOC)c1c(N)n(CC(C)C)c(=O)[nH]c1=O,0.8%[50 µM],1.1,i
O=C(CSc1nnc(COc2ccc(Cl)cc2)n1Cc1ccco1)N1CCNC1=O,0.7%[50 µM],0.3,i
CCN(CC)CCN(C(=O)/C=C/c1cccs1)c1nc2ccc(OC)cc2s1,0.2%,2.4,i
COc1ccccc1C(=O)NCCC(=O)Nc1ccc(S(=O)(=O)N2CC(C)CC(C)C2)cc1 (stereo unspecified),-0.5%[50 µM],1.3,i
CN1OC[C@@H]2CN(Cc3ccc(Cl)cc3)[C@H](c3cccc(Br)c3)C[C@@H]21,0.8%,0.8,i
CC(C)(C)[C@H]1C=C(C(=O)Nc2ccccc2)O[C@@H](OCCCCO)C1,0.7%,2.7,i
NC(=O)COc1ccc(C(=O)/C=C2/C(=O)Nc3ccccc32)cc1,0.1%,0.4,i
Cc1ccc(NC(=O)CC(C)c2ccccc2)cc1S(=O)(=O)N1CCOCC1 (stereo unspecified),-0.4%,0.3,i
COc1cc(OC)c(OC)cc1/C=C/c1ccnc2ccccc12,-2.3%,/,?
COc1ccc(-c2cnc(N)nc2-c2ccc(OC)cc2)cc1,-0.1%,0.7,i
COc1cc2sc3cc(NCc4ccc5c(c4)OCO5)ccc3c(=O)c2cc1OC,0.7%,2.9,i
Cc1cc(NC(=O)COC(=O)CCNS(=O)(=O)c2ccccc2)n(-c2ccccc2)n1,1.0%[50 µM],0.9,i
O=C(COC(=O)/C=C/c1ccc(Br)o1)Nc1ccc2[nH]c(=O)[nH]c2c1,-1.2%,0.8,i
CC(C)(C)OC(=O)N1CCC(C(=O)Nc2cccc(C(=O)NCCCCc3ccccc3)c2)CC1,0.4%,1.5,i

Three successive records from above:
canonical_smiles,K1F lysis inhibition,Myeloid diff 2 GFP+ MAC1+ %,Myeloid diff 2
CNc1ccccc1C(=O)OCC(=O)N(CCOC)c1c(N)n(CC(C)C)c(=O)[nH]c1=O,0.8%[50 µM],1.1,i
O=C(CSc1nnc(COc2ccc(Cl)cc2)n1Cc1ccco1)N1CCNC1=O,0.7%[50 µM],0.3,i
CCN(CC)CCN(C(=O)/C=C/c1cccs1)c1nc2ccc(OC)cc2s1,0.2%,2.4,i

Additional records follow:
canonical_smiles,K1F lysis inhibition,Myeloid diff 2 GFP+ MAC1+ %,Myeloid diff 2
COc1cc2c(c(OC)c1OC)C(c1ccccc1C)CC(=O)O2 (stereo unspecified),0.3%,3.0,i
CCCN(CC(=O)Nc1ccc(F)c(F)c1F)C(=O)CN1C(=O)NC2(CCCCC2)C1=O,1.0%[50 µM],1.5,i
O=C(Cn1cnc2ccccc21)Nc1cccc(S(=O)(=O)N2CCCC2)c1,0.0%[50 µM],1.2,i
CCN(C(=O)CSc1nnc(-c2ccco2)n1C)c1c(N)n(Cc2ccccc2)c(=O)[nH]c1=O,0.5%[50 µM],0.8,i
CCOc1cc(C(=O)N(Cc2ccccc2)c2ccc(C)cc2)ccc1OCC(=O)N1CCOCC1,-0.8%[50 µM],0.3,i
COc1cc(C(=O)NCC(c2ccco2)N2CCCC2)ccc1OCc1ccc(Cl)cc1Cl (stereo unspecified),-0.4%[50 µM],4.9*,+
CCOc1ccccc1N1CC(C(=O)N(Cc2nnc(-c3ccccc3Cl)o2)C2CC2)CC1=O (stereo unspecified),0.6%[50 µM],0.6,i
O=C(NC1CC1)c1cccc(NC(=O)C2CCC2)c1,0.2%,0.5,i
COc1ccc(N2CCN(CC(O)COc3ccc(C)cc3C)CC2)cc1 (stereo unspecified),0.3%,0.4,i
COc1ccc(S(=O)(=O)Nc2ccc3c(c2)C(=O)N([C@H](C)CO)C[C@H](C)[C@@H](CN(C)C(=O)NC2CCCCC2)O3)cc1,2.3%,1.6,i
COC(=O)c1sccc1NC(=O)c1ccccc1C(=O)O,0.5%,0.2,i
Cc1cccc(-n2ccnc2SCC(=O)c2c(N)n(C3CC3)c(=O)[nH]c2=O)c1C,0.8%[50 µM],1.2,i
COc1ccc(C(=O)COC(=O)Cn2[nH]c(=O)c3ccccc3c2=O)c(OC)c1,-2.0%,1.1,i
Cc1nc(NC(=O)COC(=O)/C=C/c2ccco2)c(Cl)cc1Cl,0.8%[50 µM],1.0,i
Cc1ccc(S(=O)(=O)N2CCN(C(=O)Cn3c(=O)cnc4ccccc43)CC2)cc1,0.4%[50 µM],1.1,i
C[C@@H](NC(=O)c1[nH]cnc1C(=O)Nc1ccccc1)c1ccccc1,2.0%,0.5,i
CCOC(=O)N1CCN(c2ccc(S(=O)(=O)N3CCOCC3)cc2[N+](=O)[O-])CC1,0.8%[50 µM],0.4,i
Cc1ccc(S(=O)(=O)N2CCC(C(=O)NCCCN3CCOCC3)CC2)cc1C,0.8%[50 µM],0.3,i
O=C1NC[C@H](Cc2ccccc2)N(CC2CCN(CCC34CC5CC(CC(C5)C3)C4)CC2)C1=O,0.2%,0.6,i
CC(OC(=O)CCCN=C1NS(=O)(=O)c2ccccc21)C(=O)N(C)c1ccccc1 (stereo unspecified),1.0%[50 µM],0.7,i
Cn1cnc2nc[nH]c2c1=S,1.3%,0.8,i
CCOC(=O)c1c(NC(=O)CN2C(=O)C(=O)N(C(C)C)C2=O)sc(C)c1CC,-0.4%[50 µM],0.9,i
O=C1c2ccccc2C(=O)N1c1nccs1,-2.5%,1.5,i
O=c1c(O[C@@H]2O[C@H](CO)[C@@H](O)[C@H](O)[C@H]2O)c(-c2ccc(O)cc2)oc2cc(O)cc(O)c12,-0.7%,2.7,i
Cc1cc(C)cc(OCC(=O)NC(C)c2ccccc2)c1 (stereo unspecified),-0.1%,0.7,i
CN(C(=O)c1cccc(NC(=O)Cc2ccc(NC(=O)C3CCCN(C(=O)C4CC4)C3)cc2)c1)C1CC1 (stereo unspecified),0.4%,1.3,i
CCCCc1ccc(NC(=O)Cn2c(=O)c(N3CCCCC3)c(N)n(C)c2=O)cc1,1.0%,0.8,i
CCCCC(CCc1ccccn1)C(=O)c1ccccc1 (stereo unspecified),2.3%,1.9,i
Cc1cccc(C(=O)OCC(=O)c2csc(N3CCCCC3)n2)c1[N+](=O)[O-],0.2%,0.9,i
N#C/C(=C/C1=C(N2CCOCC2)C(=C/c2ccc(Cl)cc2Cl)/CC1)C(=O)Nc1ccccc1F,-3.4%,21*,+
COc1nc(N)nc2c1ncn2C1OC(CO)CC1O (stereo unspecified),2.2%,0.5,i
CSCC[C@H](NS(=O)(=O)c1ccc(C)cc1)C(=O)N1CCC(C(=O)N[C@@H](Cc2ccccc2)C(=O)O)CC1,6.5%,1.1,i
COc1ccc(N2CCN(C(=O)COC(=O)Cc3cccc(OC)c3)CC2)cc1,0.8%[50 µM],1.4,i
Cc1nc(SCC(=O)N(C)C2(C#N)CCCCC2)c2ccccc2n1,-0.3%[50 µM],2.6,i
CN(Cc1ccccc1)C(=O)c1ccc(S(=O)(=O)N(C)c2ccccc2)cc1,0.2%[50 µM],0.4,i
CCOC(=O)N1CCN(Cc2nnc(-c3ccccc3C)o2)CC1,0.1%,0.9,i
COc1cc2cc(Oc3ccc4ccc(=O)oc4c3)c(=O)oc2cc1O[C@@H]1O[C@H](CO)[C@@H](O)[C@H](O)[C@H]1O,-0.6%,0.8,i
CN1C[C@H]2CON(C)[C@H]2C[C@H]1c1cccc(N2CCOCC2)c1,0.4%,0.6,i
CC1(c2ccc3c(c2)OCCCO3)NC(=O)N(CC(=O)NCCc2ccccc2)C1=O (stereo unspecified),1.0%[50 µM],0.9,i
CN(C(=O)c1ccc(NC(=O)Cc2ccc(NC(=O)C3CCN(C(=O)C4CC4)CC3)cc2)cc1)C1CC1,0.3%,0.8,i
CC(=O)Oc1ccc(C(=O)Nc2ccccc2NC(=O)c2ccc(OC(C)=O)cc2)cc1,-0.1%,0.4,i
O=C(OCc1ccccc1)N1CCC2CC1c1cc(-c3ccc4c(c3)OCO4)ccc12 (stereo unspecified),0.1%,0.6,i
c1ccc(CCCCc2ccncc2)cc1,5.4%,0.5,i
CC[C@H](C)[C@@H]1NC(=O)[C@H]([C@@H](C)CC)NC(=O)[C@@H](CC(C)C)NC(=O)[C@H](Cc2ccccc2)NC(=O)[C@H](Cc2ccccc2)NC(=O)[C@@H]2CCCN2C(=O)[C@@H]2CCCN2C(=O)[C@H](C(C)C)NC(=O)[C@H](CC(C)C)NC1=O,0.2%,2.0,i
Cc1cc(OCC(=O)Nc2ccccc2N2CCCC2)ccc1C(C)C,1.1%[50 µM],1.2,i

3 of the compounds above, with each value named.
COc1ccc(N2CCN(C(=O)COC(=O)Cc3cccc(OC)c3)CC2)cc1
- K1F lysis inhibition: 0.8%[50 µM]
- Myeloid diff 2 GFP+ MAC1+ %: 1.4
- Myeloid diff 2: i

Cc1nc(SCC(=O)N(C)C2(C#N)CCCCC2)c2ccccc2n1
- K1F lysis inhibition: -0.3%[50 µM]
- Myeloid diff 2 GFP+ MAC1+ %: 2.6
- Myeloid diff 2: i

CN(Cc1ccccc1)C(=O)c1ccc(S(=O)(=O)N(C)c2ccccc2)cc1
- K1F lysis inhibition: 0.2%[50 µM]
- Myeloid diff 2 GFP+ MAC1+ %: 0.4
- Myeloid diff 2: i

Continuation.
canonical_smiles,K1F lysis inhibition,Myeloid diff 2 GFP+ MAC1+ %,Myeloid diff 2
Cc1c(S(=O)(=O)NC2CCCCC2)c(=O)n(C)c(=O)n1C,0.9%[50 µM],0.8,i
CN(C(=O)COC(=O)c1cc2ccccc2oc1=O)C1CCCCC1,1.3%[50 µM],1.5,i
Cc1cccc2nnc(-c3ccccc3)n12,1.2%,3.4,i
COC(=O)c1ccc(C(=O)OC)c(NC(=O)CSc2nc(-c3ccco3)cc(C(F)(F)F)n2)c1,0.8%,0.9,i
C=CCN(CC(=O)NC1CC1)S(=O)(=O)c1cccc(C(F)(F)F)c1,0.5%[50 µM],1.0,i
Cc1ccc(C)c(S(=O)(=O)N2CCCC2CNC(=O)C(=O)NC2CC2)c1 (stereo unspecified),1.0%[50 µM],0.7,i
Cc1ccc(S(=O)(=O)N2CCN(C(=O)c3cc(C4CC4)nc4c3cnn4C(C)C)CC2)cc1,0.2%[50 µM],0.9,i
Cc1nc(SCc2nc3c(F)cccc3[nH]2)c2oc3ccccc3c2n1,-0.1%,1.2,i
CCOC(=O)C1CCN(C(=O)c2cc(-c3ccncc3)nc3ccccc23)CC1,1.2%[50 µM],0.7,i
CCOc1ccc(S(=O)(=O)N2CCOCC2)cc1NC(=O)CSCC(=O)Nc1ccc(OC)cc1,0.7%[50 µM],1.0,i
CN(CC(=O)Nc1ccccc1Br)C(=O)c1cc2c(s1)CCCCC2,0.7%[50 µM],0.8,i
COc1cccc(CN(C)S(=O)(=O)c2c(C)noc2C)c1OC,1.0%[50 µM],0.7,i
